Compound activity from PubChem.
FXIIa inh: human FXIIa protease inhibitors, primary screen, biochemical, 1536-well | Coagulation factor XII (Homo sapiens), P00748 | purified FXIIa, Boc-QGR-AMC fluorogenic substrate, 2 h | inhibition, % at 5 µM | 0.3% of 220,000 active; in the data active = inhibition above about 40%;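 note: 0% = enzyme with no compound and 100% = blank without enzyme; many of its hits are not listed in these tables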
PERK inh: block of dimerizer-induced PERK translation repression, primary screen, PERK inhibitor project, CHO PERK-DD cells, SEAP luminescence, HTS. Eukaryotic translation initiation factor 2-alpha kinase 3 (Homo sapiens), Q9NZJ5. CHO PERK-DD fusion, SEAP luminescence translation reporter. inhibition, % at 5.6 µM. 0.17% of 220,000 active. AID 1416, 2008;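 active = inhibition above the mean inhibition of all tested compounds plus 3 SD, set separately per screening campaign, cut at about 2.9% in these data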;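 note: PERK kinase domain activated by AP20187 dimerizer at 100 nM; 0% = DMSO with dimerizer and 100% = rapamycin at 8.4 µM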
Furin inh: human furin inhibitors, primary screen, biochemical, fluorescence intensity | P09958 | 0.061% of 220,000 active | AID 463115, 2010 | inhibition, % at 30 µM | purified furin, fluorogenic substrate cleavage; in the data active = inhibition above about 25%; note: inactives centre near -15
KLK5 inh: human KLK5 protease inhibitors, primary screen, biochemical, 1536-well; 0.59% of 210,000 active; Kallikrein-5 (Homo sapiens), Q9Y337; AID 873, 2007; recombinant hK5, fluorogenic AMC substrate cleavage; inhibition, % at 5 µM;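 active = inhibition of 40% or more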;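 note: 0% = enzyme controls without compound and 100% = no-enzyme blanks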
Target sequence (Q9Y337 67-293 limits assumed): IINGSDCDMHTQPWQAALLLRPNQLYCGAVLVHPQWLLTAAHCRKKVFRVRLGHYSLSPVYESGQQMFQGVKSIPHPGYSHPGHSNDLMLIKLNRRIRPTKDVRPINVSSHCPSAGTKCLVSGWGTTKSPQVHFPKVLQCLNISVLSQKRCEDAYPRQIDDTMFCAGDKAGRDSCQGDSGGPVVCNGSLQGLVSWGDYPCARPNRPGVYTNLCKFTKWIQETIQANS
Wee1 degr inh: Wee1 degradation inhibitors, primary screen, cell-based, HeLa, Wee1K328M-luciferase, luminescence; Wee1-like protein kinase (Homo sapiens), P30291; HeLa Luc-Wee1K328M stability; 100% = proteasome inhibitor MG132 effect; reporter increase, % at 5 µM; 1.2% of 220,000 active;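 active = activation above the mean of all tested compounds plus 3 SD, set per screening run, cut at about 8.8% in these data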;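 note: cells exposed to compound for 20 h before luminescence read; 0% = DMSO alone and 100% = MG132 at 30 µM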
FXIa inh 1536: human FXIa protease inhibitors, primary screen, biochemical, 1536-well. inhibition, % at 5 µM. purified FXIa, Boc-Glu-Ala-Arg-AMC fluorogenic substrate. Coagulation factor XI (Homo sapiens), P03951. AID 798, 2007. 0.14% of 220,000 active;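 active = inhibition of at least 40%; inactive = inhibition below 40%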;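 note: fluorescence of freed AMC excited at 355 nm; 0% = enzyme without compound and 100% = no enzyme blank; many of its hits are not listed in these tables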
Target sequence (P03951 19-387 limits assumed): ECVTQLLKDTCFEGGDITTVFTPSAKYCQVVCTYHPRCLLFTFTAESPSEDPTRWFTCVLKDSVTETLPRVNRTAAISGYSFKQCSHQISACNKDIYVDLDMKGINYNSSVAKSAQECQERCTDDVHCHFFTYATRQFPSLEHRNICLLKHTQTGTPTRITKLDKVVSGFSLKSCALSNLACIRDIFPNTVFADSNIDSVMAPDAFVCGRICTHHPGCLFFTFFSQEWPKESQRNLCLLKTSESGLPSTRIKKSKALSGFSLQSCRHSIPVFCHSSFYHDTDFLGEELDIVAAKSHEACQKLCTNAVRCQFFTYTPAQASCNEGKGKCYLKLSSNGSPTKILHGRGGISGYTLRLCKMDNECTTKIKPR
Target sequence (P03951 388-625 limits assumed): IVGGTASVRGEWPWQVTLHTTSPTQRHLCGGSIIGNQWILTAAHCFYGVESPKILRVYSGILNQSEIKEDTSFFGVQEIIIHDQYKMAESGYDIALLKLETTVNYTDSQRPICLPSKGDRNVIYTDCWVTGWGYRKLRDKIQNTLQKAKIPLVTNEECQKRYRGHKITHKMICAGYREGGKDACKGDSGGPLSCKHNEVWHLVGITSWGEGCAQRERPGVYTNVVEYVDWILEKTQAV
Cl transport mod: KCC2 cotransporter modulators, thallium flux, primary screen, cell-based, HEK293 KCC2, FluoZin-2 fluorescence, MLSMR | Solute carrier family 12 member 5 (Homo sapiens), Q9H2X9 | KCC2 cells, thallium flux FluoZin-2 fluorescence | B-score of Tl+ flux slope (higher = more flux/activation; lower = inhibition) at 10 µM | 2.2% of 190,000 active;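 active = thallium flux slope and its plate-corrected score both differing from the plate sample mean at a set confidence after two filtering rounds, in either direction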;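 note: slope of fluorescence scaled to starting intensity during 10 to 20 s after thallium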
p97 inhibitor: inhibitors of human p97 ATPase, primary screen, biochemical | recombinant p97 ATPase, Kinase-Glo ATP luminescence, 3 h | Transitional endoplasmic reticulum ATPase (Homo sapiens), P55072 | inhibition, % at 8 µM | 0.42% of 220,000 active; in the data active = inhibition above about 15%;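 note: 0% = DMSO vehicle and 100% = wells lacking enzyme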
thrombin 1536: human alpha-thrombin inhibitors, primary screen, counter-screen for coagulation protease inhibitor project, biochemical, 1536-well, fluorogenic AMC substrate. Prothrombin (Homo sapiens), P00734. Boc-VPR-AMC fluorogenic substrate cleavage. inhibition, % at 5 µM. 0.26% of 220,000 active. AID 1046, 2008;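 active = inhibition at or above 40%; inactive = inhibition below 40%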;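 note: 0% = enzyme with no compound and 100% = wells without enzyme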
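Material: human alpha-thrombin protein; Also added: Boc-VPR-AMC substrate, 15 µM final; Timing: enzyme reaction carried out at room temperature; Signal: fluorescence, ex 355 nm, em 460 nm; Measure: % inhibition of thrombin; Controls: enzyme without compound as high, wells lacking enzyme as low.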
* = called active by the depositor; . = no result given; [ ] = another dose, or the depositor's remark.

SMILES | FXIIa inh | PERK inh | Furin inh | KLK5 inh | Wee1 degr inh | FXIa inh 1536 | Cl transport mod | p97 inhibitor | thrombin 1536
CN(C)CCNc1nc(-c2ccccc2)c2c(c1C#N)CC(C)(C)OC2 | -3 | -1.3 | -19[20 µM] | 8 | 3 | -1 | -0.53 | 2 | -3
CCOC(=O)N1CCN(C(=O)CN(C)S(=O)(=O)c2ccc(OC)c(OC)c2)CC1 | 5 | 0.1 | -15[20 µM] | -28 | 0 | 4 | 0.37 | 5 | -3
COC(=O)c1cc(Cl)c(NC(=O)c2cc3ccccc3o2)cc1OC | 15 | 1.1 | -22[20 µM] | -8 | 4 | 0 | 0.28 | 0 | 0
Cc1ccc(C(=O)OCC(=O)NCc2ccco2)s1 | 11 | 0.2 | -27 | -6 | 2 | -1 | 1.3 | 7 | -5
COc1ccc(NC(=O)NC(C)c2ccncc2)cc1OC (centres undefined) | -7 | 1.0 | -8[20 µM] | -3 | -1 | 2 | . | 4 | -2
Cc1ccc(NCc2nnc(SCCN3CCCCC3)n2CC2CCCO2)c(C)c1 (centres undefined) | -3 | -1.1 | -25 | -7 | -2 | -2 | -0.056 | 2 | -4
O=C(Cc1cccs1)NC(c1ccccc1)c1ccccc1 | 6 | -0.1 | -27 | 9 | -3 | -2 | -0.33 | -2 | -7
CCOC(=O)N1CCN(C(=O)COc2cccc3c2CCN(Cc2ccccc2C)C3=O)CC1 | 13 | -0.6 | -17 | -6 | 3 | 2 | -0.11 | -7 | -6
COc1cccc(CN2CCN(C(=O)CC(C)C)CC2)c1 | 3 | 0.7 | -17 | 1 | 0 | -1 | 0.035 | 4 | -4
COc1cccc(CNC(=O)C2CCN(C(=O)N(C)C)CC2)c1 | -3 | 0.6 | -17[20 µM] | 1 | -1 | 2 | -0.042 | 7 | 0
Cc1nnc(SCC(=O)Nc2ccc3c4c(cccc24)CC3)n1C | -5 | -0.2 | -12[20 µM] | -5 | -1 | -6 | -0.24 | 0 | -10
CC1C=CCC2C(=O)N(c3ccc(Cl)cc3O)C(=O)C12 (centres undefined) | 23 | 1.2 | -9 | -5 | -4 | 16 | 1 | 2 | 1
Cc1nc(N)sc1-c1nnc(SCC(=O)Nc2ccccc2C(F)(F)F)n1C | 15 | 0.2 | -11[20 µM] | -5 | 6 | 7 | . | 0 | 2
CN(C)c1ccnc(Oc2ccc(C(C)(C)C)cc2)c1C#N | -1 | -0.3 | -13[20 µM] | 3 | -1 | 5 | . | -5 | -2
CC(C)C(C)(C#N)NC(=O)CSc1nc2scc(-c3ccco3)c2c(=O)n1-c1ccccc1 (centres undefined) | 3 | -1.1 | -18 | -26 | -2 | -5 | -0.14 | 3 | -11
CCOC(=O)c1ccc(CNC(=O)CSc2nnc(-c3ccncc3)o2)cc1 | 9 | -0.4 | 3 | -6 | 2 | 2 | -0.21 | -3 | -1
CC(=O)Nc1ccc(NC(=O)CCSCCc2ccccn2)cc1 | 12 | 1.2 | -27 | -6 | -3 | -8 | -1.8 | 3 | 3
CCc1ccccc1N1CN(Cc2cccnc2)CNC1=S | 0 | 0.4 | -9 | -7 | 0 | -3 | 1 | 2 | -12
Cn1cc(C(=O)c2ccc(Cl)cc2Cl)cc1C=O | -5 | 2.1 | -14 | -23 | -2 | -1 | 0.75 | 1 | -2
CC(C)CSc1nnc(N)s1 | 2 | -0.8 | 2[20 µM] | -7 | -2 | -4 | 0.73 | -3 | -2
COc1cc2cc(C(c3nnnn3C(C)(C)C)N3CCc4ccccc4C3)c(=O)[nH]c2cc1OC (centres undefined) | 17 | -1.5 | -35 | -12 | -1 | 2 | -0.89 | 6 | 4
O=C(Nc1cccnc1)c1ccc(-c2ccccc2)cc1 | -3 | 0.3 | -22 | -4 | 2 | -3 | -2 | -1 | -19
Cc1cc(C)n(-c2nc(NCCCN(C)C)c3c4c(sc3n2)CCCC4)n1 | 7 | -2.8 | -4 | 6 | 0 | 8 | 1.5 | -9 | 9
C#CCOCCOCCOCCNc1nc(N2CCN(C(=O)[C@H]([C@@H](C)O)n3cc(CCCCN)nn3)CC2)nc(N2CCN(C(=O)[C@H](Cc3ccc(O)cc3)n3cc(CCO)nn3)CC2)n1 | 15 | 1.0 | -17 | -3 | 0 | 4 | -0.56 | 10 | -2
CC(C)C(=O)NC(Nc1cccc2cccnc12)C(Cl)(Cl)Cl (centres undefined) | 19 | -0.7 | -1[20 µM] | 4 | 3 | 3 | . | -4 | 2

Only thrombin 1536 and FXIa inh 1536, for 2 of the compounds above:
| structure | thrombin 1536 | FXIa inh 1536 |
| --- | --- | --- |
| CN(C)c1ccnc(Oc2ccc(C(C)(C)C)cc2)c1C#N | -2 | 5 |
| CC(C)C(C)(C#N)NC(=O)CSc1nc2scc(-c3ccco3)c2c(=O)n1-c1ccccc1 (centres undefined) | -11 | -5 |

(more compounds)
SMILES | FXIIa inh | PERK inh | Furin inh | KLK5 inh | Wee1 degr inh | FXIa inh 1536 | Cl transport mod | p97 inhibitor | thrombin 1536
COc1cc(Cl)c(S(=O)(=O)NCCN2CCOCC2)cc1Cl | 1 | 1.0 | -21[20 µM] | -25 | 1 | 3 | . | 4 | -7
O=C(CCN1C(=O)/C(=C\c2ccccc2)SC1=S)NNC(=O)c1cccnc1 | 3 | 0.7 | -14 | -22 | -1 | 16 | -0.15 | 5 | 0
CC(C)Cn1c(SCC#N)nc2ccccc2c1=O | 10 | 0.3 | -6 | -12 | -2 | -4 | -0.16 | 4 | -3
COc1ccccc1NS(=O)(=O)c1ccc(O)c(C(=O)OCC(=O)N2c3ccccc3CC2C)c1 (centres undefined) | 7 | -0.8 | -19 | 1 | -4 | -1 | -2.3 | 1 | -4
C=CCn1c(Cc2cccs2)nnc1SCC(=O)Nc1cc(OC)cc(OC)c1 | 1 | -0.1 | -1 | -9 | 0 | -11 | 0.023 | -8 | -10
COC(=O)C1=C(C)NC(C)=C(C(=O)OC)C1c1ccc(NC(C)=O)cc1 | 10 | 0.6 | -25[20 µM] | 3 | 1 | 5 | 0.033 | 5 | -3
COc1ccc(C)cc1S(=O)(=O)N(CC(=O)Nc1cccc([N+](=O)[O-])c1)c1ccc(C)c(C)c1 | 12 | 0.5 | -11 | -16 | -1 | 6 | -0.77 | 10 | -5
Cc1cc(C)n(-c2ccc(C(=O)N3CCC(CO)(Cc4ccccc4)CC3)cc2)n1 | 7 | -1.0 | -14 | 5 | -3 | 2 | -0.43 | -6 | -8
Cc1cccc(OCCSc2nc(N)cc(N)n2)c1 | 4 | 0.8 | 1 | -7 | 4 | -2 | -0.22 | 2 | -8
NC(=O)COC(=O)c1ccc(NS(=O)(=O)c2ccc3c(c2)OCCO3)cc1 | 10 | 0.9 | -27 | -2 | -3 | 0 | 0.12 | 2 | -2
CCOc1ccc(-c2nc(-c3ccc(OC)cc3)no2)cc1OCC | -4 | 0.6 | -1 | 6 | -3 | -14 | 0.14 | -2 | -4
Cc1ccccc1NC(=O)Nc1ccccc1C(=O)NCc1ccccc1 | 2 | -0.1 | 2[20 µM] | -9 | 2 | -4 | -0.55 | 1 | -1
CCOc1ccc(C2CC(c3ccccc3)Nc3nc(N)nn32)cc1 (centres undefined) | 6 | 1.2 | -18 | 6 | 2 | 4 | -1.6 | 2 | -5
Cc1ccc(C)c(C2=CSC3=NS(=O)(=O)CCN23)c1 | -6 | -0.4 | -34[20 µM] | 6 | -1 | 6 | 0.057 | 4 | -19
CC(=O)C1=C(c2ccccc2)NC(=O)NC1c1ccc(O)c(O)c1 (centres undefined) | 4 | 0.3 | -10 | -5 | -1 | -8 | -0.74 | -5 | -14
CCOC(=O)C1C(=O)C=C(c2ccc(C)cc2)CC1c1cccc([N+](=O)[O-])c1 (centres undefined) | 10 | -0.7 | -13 | 14 | 8 | 4 | 0.15 | -3 | 2
COc1ccc(OC)c(Nc2nc(NCc3ccco3)nc(N)c2[N+](=O)[O-])c1 | 6 | -1.7 | -15 | -2 | 8.9* | -1 | 0.13 | 10 | -3
C=CCn1cc(C(=O)c2cc(Br)ccc2O)cc(C#N)c1=O | -12 | 0.6 | -17 | -6 | 2 | -11 | -0.5 | 8 | -6
COc1cc(CN(C)Cc2nc3cc(C(F)(F)F)ccc3c(=O)[nH]2)ccc1OC(F)F | 1 | 1.8 | -21 | -2 | 0 | -4 | 0.8 | 3 | -13
CCCCn1c2ccc(F)cc2c2nnc(NN)nc21 | 10 | -0.1 | -10 | 0 | 0 | -1 | -2.4 | 3 | 1
O=c1c2ccccc2nnn1CSc1nc2ccccc2[nH]1 | 8 | -1.3 | -7 | 13 | 0 | -7 | -0.33 | -7 | -6
O=C(CNC(=O)c1ccncc1)N/N=C/c1ccc(Br)cc1 | 11 | -0.3 | -16 | 4 | 1 | 3 | 0.6 | 5 | 3
COC(=O)CCC(=O)OC1(C)C(=O)C=C2C=C(C3CC3)N(c3ccccc3)C=C2C1=O (centres undefined) | 7 | . | -15 | 1 | . | 2 | 0.36 | . | -4
CN(C)S(=O)(=O)c1ccc(S(=O)(=O)NC2CCOC(C)(C)C2)cc1 (centres undefined) | 11 | 0.1 | -1[20 µM] | 1 | 4 | 9 | -1.2 | -5 | 3
O=C(COc1cccnc1[N+](=O)[O-])Nc1ccc(S(=O)(=O)N2CCOCC2)cc1 | 10 | -0.2 | -15 | 8 | -3 | 3 | 0.63 | -6 | 7

Quoted at random: 3 entries already listed.
SMILES | FXIIa inh | PERK inh | Furin inh | KLK5 inh | Wee1 degr inh | FXIa inh 1536 | Cl transport mod | p97 inhibitor | thrombin 1536
Cc1cccc(OCCSc2nc(N)cc(N)n2)c1 | 4 | 0.8 | 1 | -7 | 4 | -2 | -0.22 | 2 | -8
CCOc1ccc(C2CC(c3ccccc3)Nc3nc(N)nn32)cc1 (centres undefined) | 6 | 1.2 | -18 | 6 | 2 | 4 | -1.6 | 2 | -5
CCCCn1c2ccc(F)cc2c2nnc(NN)nc21 | 10 | -0.1 | -10 | 0 | 0 | -1 | -2.4 | 3 | 1

(list continues)
SMILES | FXIIa inh | PERK inh | Furin inh | KLK5 inh | Wee1 degr inh | FXIa inh 1536 | Cl transport mod | p97 inhibitor | thrombin 1536
O=C(O)CCC(=O)NNC(=O)CCC1CCCCC1 | -5 | -1.2 | -2 | -10 | -2 | -2 | 0.15 | -5 | -8
COc1ccc(-c2nnc(SCc3ccc(C(=O)O)cc3)n2N)cc1 | 2 | 0.5 | -14 | 2 | 2 | -7 | 0.47 | 1 | -3
COc1ccc(C(=O)NCC(C)(C)SCc2c(C)cc(C)cc2C)cc1 | 2 | -0.5 | -23 | -11 | 0 | -14 | 1.3 | -7 | 16
CCCCNCC(=O)Nc1sc(C)c(C)c1C(=O)OCC | 12 | 0.1 | -21[20 µM] | -6 | 4 | 9 | 0.31 | 2 | 3
O=C(O)c1ccc(/C=N/N2CCN(C3c4ccccc4-c4ccccc43)CC2)cc1 | 9 | 1.5 | -25 | 3 | -1 | 3 | -1.7 | 0 | -4
CC12CCC(C(=O)N3CCCCCC3)(OC1=O)C2(C)C (centres undefined) | 10 | 0.0 | -23[20 µM] | -20 | 0 | -11 | 0.23 | 3 | 2

The order is random, and some 4.4% of all compounds hit somewhere here.
